AHR activator = human AHR activation | P35869 | AHR-responsive luciferase reporter cells, luminescence | activation, % at 5 µM | actives 2.5% (n = 320,000) | AID 2796; in the data active = activation above about 47%;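 also: 0% = vehicle wells and 100% = reference agonist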
PP5 primary = PP5 (human) phosphatase inhibition; P53041; purified PP5c, OMFP substrate fluorescence; actives 0.18% (n = 320,000); AID 1987; inhibition, % at 6.7 µM;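 active = inhibition above the campaign's mean inhibition across all tested compounds plus 3 SD, cut at about 9.5% in these data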;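 also: 0% = DMSO only and 100% = 100 µM cantharidin control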
Target sequence (P53041 whole entry, looked up): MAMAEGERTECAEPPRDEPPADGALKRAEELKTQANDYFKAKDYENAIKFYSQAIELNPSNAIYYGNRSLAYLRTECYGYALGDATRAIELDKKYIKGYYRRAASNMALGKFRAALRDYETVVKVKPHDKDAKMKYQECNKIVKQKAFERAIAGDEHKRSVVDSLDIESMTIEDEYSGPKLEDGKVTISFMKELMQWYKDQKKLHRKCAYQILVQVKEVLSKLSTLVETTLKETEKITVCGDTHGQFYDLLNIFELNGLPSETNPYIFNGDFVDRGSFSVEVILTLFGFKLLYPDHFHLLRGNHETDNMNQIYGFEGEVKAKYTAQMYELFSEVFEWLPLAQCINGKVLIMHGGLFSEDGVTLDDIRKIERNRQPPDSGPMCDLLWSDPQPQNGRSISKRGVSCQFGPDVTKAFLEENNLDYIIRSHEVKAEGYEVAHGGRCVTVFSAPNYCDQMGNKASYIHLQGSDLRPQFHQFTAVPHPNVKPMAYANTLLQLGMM
CTSL1 counter = blocks F. hepatica cathepsin L1 in PFM18AAP counter-screen. AID 1906. actives 0.49% (n = 300,000). inhibition, % at 5.96 µM. recombinant F. hepatica cathepsin L1, Z-Leu-Arg-MCA fluorescence;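 active = inhibition above the mean of all tested compounds plus 3 SD, set per screening campaign, cut at about 17% in these data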;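 also: 0% = plate median of test compound wells and 100% = 1 µM Z-Phe-Ala-diazomethylketone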
TPT1 inh = inhibitors of Candida albicans tRNA 2'-phosphotransferase TPT1; recombinant caTPT1, FP RNA substrate dephosphorylation; inhibition, % at 5 µM; actives 0.81% (n = 300,000); AID 1962;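 active = inhibition above the mean of all tested compounds plus 3 SD, set per screening campaign, cut at about 24% in these data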;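 also: plate controls were DMSO alone for no effect and ferristatin control at 100 nM for full effect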
PAFAH2 FP inh = PAFAH2 (human) inhibition | recombinant PAFAH2, FP-rhodamine activity probe, fluorescence polarization | actives 0.99% (n = 340,000) | AID 492956 | inhibition, % at 3.39 µM;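 active = inhibition above the mean over all tested compounds plus 3 SD, cut at about 30% in these data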;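 also: inhibitors block probe labeling of enzyme so polarization drops; 0% = enzyme with DMSO and 100% = wells lacking PAFAH2 protein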
proCasp3 act = procaspase-3 (human) activation | P42574 | activation, % at 8.5 µM | actives 0.11% (n = 330,000) | recombinant procaspase-3 D3A, Ac-DEVD-pNA absorbance 405 nm | AID 463141;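 active = activation above the mean of all tested compounds plus 3 SD, cut at about 21% in these data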;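 also: 0% = DMSO alone and 100% = DMSO wells spiked with extra 5 µM PC-3 D3A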
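Assay system: Autoprocessing-dead procaspase-3 D3A mutant enzyme; also added: Ac-DEVD-pNA; doses: one concentration, 8.5 µM nominal, 0.8% DMSO; times: 1 h compound preincubation, 2 h substrate hydrolysis at 25 °C; technique: 405 nm absorbance of p-nitroaniline, reads at 0 and 120 min; measure: % activation between DMSO and enzyme-spiked controls; repeats: single replicate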
core dimer inh = HCV core protein dimerization inhibition; TR-FRET GST/Flag-core106 dimerization, 1536-well; inhibition, % at 5 µM; actives 0.33% (n = 300,000);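 active = inhibition above the mean of all tested compounds plus 3 SD, set per screening campaign, cut at about 45% in these data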
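System: GST-tagged and Flag-tagged HCV core protein residues 1-106 / Input: core106 proteins, GST 13.5 nM and Flag 17 nM / Buffer or medium: KF-containing HEPES buffer, pH 7.45, DTT, CHAPS, BSA / Probe or stimulus: Eu-anti-GST and XL665-anti-Flag labelled anti-tag antibodies / Schedule: 4 h, 22.5 °C incubation / Technique: TR-FRET 671 and 617 nm emission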
PP1 inh = PP1-alpha (human) inhibition in PP5 counter-screen. purified PP1alpha, OMFP fluorescence. inhibition, % at 6.7 µM. actives 0.9% (n = 320,000). AID 2235;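 active = inhibition above the mean inhibition of all tested compounds plus 3 SD, computed separately for each screening campaign, cut at about 15% in these data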
procasp7 counter = counter-screen for procaspase-3 activators: activators of human procaspase-7; recombinant procaspase-7, Ac-DEVD-pNA absorbance 405 nm; D23A/D198A/D206A triple mutant, cannot self-cleave; scale: DMSO 0, 5 µM enzyme 100; activation, % at 8.5 µM; actives 0.093% (n = 330,000);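 active = percent activation above the screen-wide mean plus 3 SD, cut at about 25% in these data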
Target sequence (P55210 whole entry D23A/D198A/D206A): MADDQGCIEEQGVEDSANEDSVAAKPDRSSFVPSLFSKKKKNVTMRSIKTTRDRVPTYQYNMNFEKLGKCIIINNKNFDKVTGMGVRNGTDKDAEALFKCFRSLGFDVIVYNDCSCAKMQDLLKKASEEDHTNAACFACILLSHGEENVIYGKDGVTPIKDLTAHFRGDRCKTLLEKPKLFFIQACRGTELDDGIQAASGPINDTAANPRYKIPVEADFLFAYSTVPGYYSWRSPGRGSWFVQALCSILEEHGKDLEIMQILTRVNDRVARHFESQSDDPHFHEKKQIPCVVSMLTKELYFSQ
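Assay system: Uncleavable procaspase-7 mutant enzyme | Input: 2 µM procaspase-7 mutant as dispensed | Timing: 1 h compound preincubation, 2 h substrate cleavage, 25 °C | Repeats: One well per compound | Control set: DMSO wells as 0%, DMSO with 5 µM added PC-7 as 100% | Technique: Epi-absorbance of released pNA at 405 nm, two timepoints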
An asterisk follows results filed as active; nt = not tested or not shown.

No.	Compound	AHR activator	PP5 primary	CTSL1 counter	TPT1 inh	PAFAH2 FP inh	proCasp3 act	core dimer inh	PP1 inh	procasp7 counter
1	CC(C)CC(OC(=O)c1ccc(Cl)nc1)C(=O)NC1CCCC1 (stereo unspecified)	-2	2.7	-47	2	-11	3	-1	-2	4
2	O=C1C2C3C=CC(CC3)C2C(=O)N1c1nccs1 (stereo unspecified)	2	2.1	0	1	4	-5	11	0	-6
3	Cc1nc(N2CCN(Cc3ccccc3)CC2)nc2c1C(=O)CCC2	1	-0.1	4	2	-6	-1	3	0	6
4	Cc1cccc(Nc2ccccc2C(=O)NCc2ccco2)c1C	2	6.1	6	1	3	1	0	-1	-10
5	COc1cc(C(=O)Oc2cccc(C=O)c2)cc(OC)c1OC	-1	1.5	-4	-1	6	5	2	-4	5
6	Cn1cccc1Cc1nnc(SCC(=O)Nc2cccc(F)c2)n1CCc1ccccc1	0	0.6	5	-3	-5	-5	3	1	-3
7	COc1ccc(-c2cc(C(=O)OC3CCOC3=O)c3ccccc3n2)cc1 (stereo unspecified)	20	1.1	-4	-4	-1	26*	3	0	28*
8	C[C@H](NC(=O)c1nc[nH]c1C(=O)N[C@H](C)c1ccccc1)C(=O)OCc1ccccc1	0	4.0	1	-1	11	-10	2	4	5
9	Cc1cc(O)c(C(=O)/C=C/c2cccc([N+](=O)[O-])c2)c(=O)o1	11	1.7	-2	8	22	4	29	11	1
10	O=C(Nc1ccc(Cl)cc1)c1ccc(S(=O)(=O)N2CCOCC2)cc1	80*	5.0	-3	4	-4	3	4	2	0
11	CCOC(=O)c1c(NC(=O)CSc2nnc(CNc3ccc(C)cc3C)o2)sc(C)c1C	3	4.2	5	1	-9	-2	11	8	7
12	COc1ccc(N(CC(=O)NC2CCCCC2)C(=O)CCCC(=O)Nc2ccccn2)cc1	-2	1.2	-3	2	0	2	0	-1	7
13	O=C(CCc1nnc(-c2ccc3c(c2)OCO3)o1)NC(c1ccccn1)C(F)(F)F (stereo unspecified)	10	0.7	-3	-2	2	-2	-1	-1	7
14	O=C(COC(=O)c1ccccc1SCC(=O)N1CCCC1)Nc1ccccc1	6	-7.6	-9	0	88*	-16	-22	-4	-1
15	CN(C)c1ccnc(-n2cccc2/C=N/OCc2ccccc2)c1C#N	0	1.7	0	1	-2	-2	1	-1	13
16	CSc1cc(/C=N/O)c(SC)s1	2	1.9	1	4	10	4	-6	1	7
17	COc1ccc(-n2c(-c3ccc(Br)cc3)n[nH]c2=S)cc1	-1	1.3	3	-2	3	-11	-7	1	-37
18	COC(=O)c1ccc(NC(=O)CN(C)Cc2cccc(F)c2)cc1	-1	0.5	2	-1	-1	4	-3	-2	4
19	Cc1ccc(CN2CCSc3ccc(C(=O)N4CCN(c5ncccn5)CC4)cc32)cc1	-1	2.8	6	-3	5	-8	25	-1	-12
20	O=C(c1ccc(Cn2c(=S)[nH]c3ccccc3c2=O)cc1)N1CCN(c2ccccn2)CC1	4	2.0	0	-2	-3	3	5	5	1
21	CCCc1ccc(OCc2ccc(C(=O)NCc3cccnc3)o2)c(OC)c1	51*	0.8	-5	-1	1	3	-11	-6	4
22	CC(=O)c1sc(NCc2ccccc2)nc1C	-2	0.8	0	4	10	-3	-56	3	-1
23	COc1cc(OC)nc(NC(=O)CN2CCN(c3ccc(F)cc3)CC2)n1	-2	-1.0	1	-1	10	-9	-1	-4	5
24	Cc1nc(NC(=O)c2oc3ccccc3c2C)sc1C(=O)N(C)C	10	0.5	8	-1	2	5	1	-3	2
25	COc1ccc(/C=N/NS(=O)(=O)c2ccccc2)cc1OC	43	0.5	1	4	-1	1	-1	1	8

3 entries from above, sorted by their value in proCasp3 act, descending:
cpd	mol	AHR activator	PP5 primary	TPT1 inh	PAFAH2 FP inh	proCasp3 act	core dimer inh
24	Cc1nc(NC(=O)c2oc3ccccc3c2C)sc1C(=O)N(C)C	10	0.5	-1	2	5	1
15	CN(C)c1ccnc(-n2cccc2/C=N/OCc2ccccc2)c1C#N	0	1.7	1	-2	-2	1
23	COc1cc(OC)nc(NC(=O)CN2CCN(c3ccc(F)cc3)CC2)n1	-2	-1.0	-1	10	-9	-1

The results go on.
No.	Compound	AHR activator	PP5 primary	CTSL1 counter	TPT1 inh	PAFAH2 FP inh	proCasp3 act	core dimer inh	PP1 inh	procasp7 counter
26	COc1cc2c(cc1OC)C(c1cccc([N+](=O)[O-])c1)NC(=O)C2 (stereo unspecified)	1	-1.1	-3	0	-4	-2	2	1	2
27	CCOc1cc(C2NC(=O)NC(C)=C2C(=O)NCc2ccccc2)c(Cl)cc1O (stereo unspecified)	-1	4.0	-1	0	-3	1	0	-1	-2
28	CCOc1ccc(OCCNCc2ccc(OC(C)C(=O)N(C)C)c(OCC)c2)cc1 (stereo unspecified)	2	1.4	-1	2	-4	-2	-6	2	-8
29	COc1ccc(Cl)cc1NC(=O)Cn1c(C)csc1=O	13	1.4	nt	nt	3	9	nt	1	11
30	Cc1ccc(S(=O)(=O)N=C2SCCCS2)cc1	2	4.0	-3	4	2	-7	-2	2	0
31	COc1ccccc1NS(=O)(=O)c1cccc(C(=O)OCC(=O)Nc2cc(C)on2)c1	1	1.1	4	-4	16	-6	0	-1	8
32	COc1ccccc1C1NC(=O)CS1 (stereo unspecified)	3	1.9	-1	-4	3	6	2	0	6
33	CCCN(CCC)CCCNC(=S)Nc1ccc2nc(N3CCN(C)CC3)cc(C)c2c1	-1	-2.0	-1	-2	2	6	0	-2	7
34	O=C(CCNC(=O)c1ccc(Cl)cc1)NC1CCCc2ccccc21 (stereo unspecified)	6	0.0	nt	nt	0	3	nt	-2	2
35	CCOC(=O)c1oc2ccc(S(=O)(=O)n3nc(-c4cc(OC)c(OC)c(OC)c4)cc3N)cc2c1C	8	4.3	6	-1	-8	-3	11	-4	-2
36	COc1ccc(NC(=O)CN2C(=O)C(C)SC(C)C2=O)cc1 (stereo unspecified)	1	1.7	5	-2	-5	1	3	2	-8
37	COc1ccc(C(=O)NCc2nnc(SCC(=O)Nc3nc4ccccc4s3)o2)cc1	18	1.7	-2	-3	-7	-6	-13	1	-2
38	O=C(NC(=S)Nc1ccccc1Cl)c1csnn1	-2	1.3	0	0	-1	-2	2	0	-9
39	CC/C(=N\O)c1ccc(O)c(OC)c1	1	-3.7	-1	2	2	-2	-2	-2	2
40	Cc1ccccc1NS(=O)(=O)c1cc(C(=O)Nc2cccnc2)ccc1C	83*	0.1	-1	-1	-4	-2	15	1	1
41	CCN1CCN(S(=O)(=O)CC2(C)C3CCC2(C)C(=O)C3Br)CC1 (stereo unspecified)	1	0.2	-7	-4	-1	-4	2	-2	-1
42	COc1ccc(NC(=O)c2c(NC(=O)CNCc3ccco3)sc3c2CCC3)c(OC)c1	6	3.8	2	4	11	4	18	1	2
43	COCCNC(=O)C(c1ccc(F)cc1)N(Cc1ccco1)C(=O)CCC(=O)Nc1ccccn1 (stereo unspecified)	-1	-0.5	2	1	-15	3	10	2	-1
44	COCc1cc(C)n(CC(=O)Nc2ccccc2OC)c(=O)c1C#N	8	0.5	2	1	-4	1	3	-1	-9
45	Cc1ccc(/C=N/NC(=O)CCCOc2ccc(Cl)cc2Cl)cc1	7	6.5	3	-6	-12	3	-5	2	0
46	COc1ccc(C)cc1NC(=O)CO/N=C(\N)CC(=O)NC1CCCCC1	2	2.4	nt	nt	3	7	nt	-5	7
47	O=Cc1c(Nc2cccc(C(F)(F)F)c2)nc2ccccn2c1=O	32	1.9	1	0	1	1	-1	3	-6
48	CCOC(=O)CNC(=O)CSc1nc(NCc2ccccc2)nc(N(C)C)n1	20	0.6	-5	-1	8	7	-10	-1	7
49	O=C(COc1ccc(F)cc1)Nc1nnc(S(=O)(=O)N2CCCC2)s1	-1	-0.5	0	-2	12	2	30	1	1
50	CC(C)NC(=O)c1ccc(COc2cc(Cl)ccc2Cl)o1	5	2.0	2	-1	4	6	-3	2	-5
51	Cc1ccc(NS(=O)(=O)c2cc(C(=O)N3CCN(C)CC3)ccc2C)cc1	0	1.3	-3	-3	2	4	-3	-2	-1
52	COc1ccc(NC(=O)N(C)C[C@H]2Oc3ccc(NC(=O)Nc4c(C)noc4C)cc3C(=O)N([C@H](C)CO)C[C@H]2C)cc1	1	nt	nt	nt	0	8	nt	nt	6
53	Cc1ccc(C(=O)Nc2ccc(NC(=O)c3cccs3)cc2)cc1[N+](=O)[O-]	-8	-0.2	2	-2	0	-2	22	3	14
54	O=C(Nc1cccc(-c2cccc(F)c2)c1)C1CCN(CC2CCOC2)CC1 (stereo unspecified)	4	-0.2	-2	0	0	5	3	-5	5
55	N#Cc1ccccc1N1CCN(C(=O)c2ccc(NC(=O)c3ccc(Br)o3)cc2)CC1	6	6.7	1	5	1	-7	33	2	1
56	Cc1ccc(C(=O)N/N=C/C2=Cc3ccccc3OC2C)cc1 (stereo unspecified)	8	0.9	-2	2	0	-1	-11	3	34*
57	COc1ccccc1N(CC(O)COc1ccccc1)S(=O)(=O)c1ccccc1 (stereo unspecified)	8	4.4	-3	-4	2	0	-3	4	8
58	C(=N\N(c1ccccc1)c1ccccc1)/c1ccccn1	3	2.5	5	-3	0	5	-10	-1	5
